Screening results: PubChem BioAssay, Sanford-Burnham Center for Chemical Genomics
tim23-1 inh = growth inhibitors of tim23-1 mutant yeast, primary screen, luminescence, uHTS. inhibition, % at 20 µM. 330,000 compounds, 1.3% hits. S. cerevisiae tim23-1 growth, BacTiter-Glo luminescence, 24 h;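 active = growth inhibition of the mutant yeast at or above 50%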;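 also: temperature-sensitive mutant grown at 25 °C; plate controls were DMSO-treated mutant yeast for no effect and medium wells lacking yeast for full effect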
NR3A LBD binder = binders of NR3A ligand-binding domain, primary screen, biophysical, differential scanning fluorimetry, uHTS. NR3A LBD differential scanning fluorimetry, Tm shift; 0% = protein alone, 100% = glycine-bound protein. Glutamate receptor ionotropic, NMDA 3A (GRIN3A) ligand-binding domain. 340,000 compounds, 2.5% hits. Tm shift relative to glycine control, % at 25 µM;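 active = melting temperature shift of at least 10% of the positive control shift, at one fixed dose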
NLRP3 yeast inh = NALP3 inflammasome inhibitors in reconstituted yeast, primary screen, luminescence, uHTS. Yeast reconstituted NLRP3/ASC/caspase-1, beta-gal luminescence, 24 h. inhibition, % at 10 µM. 330,000 compounds, 0.39% hits;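 active = inhibition of 50% or more; inactive = inhibition below 50%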;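 also: plate controls were induced DMSO wells for no effect and uninduced yeast grown without galactose for full effect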
TIM10 inh = growth inhibitors of isogenic TIM10 control yeast, primary screen, counter-screen for tim10-1 yeast inhibitor project, luminescence, uHTS; inhibition, % at 10 µM; 330,000 compounds, 1.4% hits; S. cerevisiae TIM10 strain growth, BacTiter-Glo luminescence, 24 h;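 active = inhibition of 40% or more at the single tested concentration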;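 also: wild-type TIM10 isogenic control strain grown at permissive 25 °C; 0% = DMSO yeast wells and 100% = minimal medium wells without yeast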
APJ ag = agonists of human apelin receptor APJ, primary screen, CHO-K1 cells, PathHunter beta-arrestin, luminescence; 0% DMSO wells, 100% apelin; P35414; activation, % at 20 µM; 330,000 compounds, 0.11% hits;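 active = activation more than six SD over the plate average, tested at 20 µM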;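 also: 0% = DMSO alone and 100% = apelin-13 at 10 nM; some results filed as inactive read as strong as hits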
Target sequence (P35414 whole entry, looked up): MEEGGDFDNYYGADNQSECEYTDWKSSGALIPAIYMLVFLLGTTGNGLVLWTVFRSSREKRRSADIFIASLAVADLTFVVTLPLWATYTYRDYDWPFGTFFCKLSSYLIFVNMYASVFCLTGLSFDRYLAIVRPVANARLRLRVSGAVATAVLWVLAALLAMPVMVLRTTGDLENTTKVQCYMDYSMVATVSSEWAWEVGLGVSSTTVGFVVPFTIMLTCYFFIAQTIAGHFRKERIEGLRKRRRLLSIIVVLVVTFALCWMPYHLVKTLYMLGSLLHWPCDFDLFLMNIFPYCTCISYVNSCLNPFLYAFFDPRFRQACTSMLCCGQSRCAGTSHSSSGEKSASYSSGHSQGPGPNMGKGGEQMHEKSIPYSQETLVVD
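Assay system – PathHunter CHO-K1 APJ (AGTRL-1) beta-arrestin reporter cells · Compound – one dose, 20 µM compound, 1% DMSO · Timing – compound 90 min 25 °C, reagent 1 h · Measured by – luminescence from split beta-galactosidase complementation, Galacton Star/Emerald II substrate · Measure – beta-arrestin recruitment to APJ as agonist activity, luminescent signal · Benchmarks – DMSO vs Apelin-13 10 nM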
APJ antag = antagonists of human apelin receptor APJ, primary screen, CHO-K1 cells, beta-arrestin complementation, luminescence; 330,000 compounds, 0.32% hits; P35414; inhibition, % at 20 µM;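 active = inhibition above about 40% at 20 µM, limit read from the data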;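 also: cells challenged with 10 nM apelin-13 agonist together with compound; plate controls were apelin-13 plus DMSO wells for no effect and DMSO wells lacking apelin-13 for full effect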
MIN6 prolif = inducers of MIN6 beta-cell proliferation, primary screen, ATP luminescence, uHTS. MIN6 cells proliferation, ATPlite luminescence, 48 h; cells starved in 0.2% serum; 100% = growth in 10% serum. proliferation, % at 10 µM. 330,000 compounds, 0.29% hits. AID 2380, 2010;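 active = compounds whose signal lies at least 3.5 SD above the mean of all wells on their plate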;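 also: 0% = DMSO-treated cells in low-serum medium and 100% = 10% serum control; some compounds called inactive have numbers as strong as hits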
MPTP block = mitochondrial permeability transition pore inhibitors, primary screen, biochemical, isolated mouse mitochondria, absorbance | AID 602449, 2012 | 360,000 compounds, 1.4% hits | Ca2+ swelling absorbance, 30 min | inhibition, % at 10 µM;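 active = inhibition of 50% or more, scaled per plate between neutral and stimulator controls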;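 also: 0% = DMSO wells given calcium and 100% = 1 mM EGTA wells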
tim10-1 inh = growth inhibitors of tim10-1 mutant yeast, primary screen, luminescence, uHTS; inhibition, % at 20 µM; S. cerevisiae tim10-1 ts strain growth, BacTiter-Glo, 24 h; 330,000 compounds, 2.2% hits; AID 463190, 2010;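 active = inhibition of at least 40%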;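 also: mutant grown at 25 °C; 0% = DMSO wells with yeast and 100% = wells holding no yeast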
An asterisk follows results filed as active. Hits appear at their usual frequency, and some 7.2% of all compounds hit somewhere here.

[1] COCCCN(C(=O)CSCc1ccc(C)cc1)c1c(N)n(Cc2ccccc2)c(=O)[nH]c1=O
[2] Cc1ccc(SCCC(=O)Nc2ccccc2C(=O)NC2CCCCC2)cc1
[3] CCOc1ccc(C(=O)OCC(=O)Nc2cccnc2Cl)cc1OCC
[4] CCOC(=O)c1ccc(NC(=S)N(CCCN2CCN(C)CC2)Cc2cccs2)cc1
[5] Cc1ccc(OCc2ccc(C(=O)N3CCCC3)o2)cc1C
[6] COc1ccc(Nc2nc(N3CCCC3)nc(N3CCCC3)n2)c(OC)c1
[7] Cc1cc(N2CCOCC2)nc2ccc(NC(=S)N3CCCCC3C)cc12 (stereo not given)
[8] O=C(N/N=C/c1ccccc1O)c1ccncc1

Screen / compound no.,1,2,3,4,5,6,7,8
tim23-1 inh,3.7,-5.0,7.6,0.8,6.0,30.3,18.0,12.9
NR3A LBD binder,0.8,-4.3,1.7,-0.4,-1.8,2.6,-1.3,20.9*
NLRP3 yeast inh,10.0,-3.5,11.5,13.7,23.0,-0.7,17.3,19.7
TIM10 inh,-0.7,15.7,6.9,-17.4,-15.1,22.6,38.7,22.9
APJ ag,5.3,-0.6,-1.4,2.4,-3.8,-3.0,5.4,6.2
APJ antag,2.1,10.4,-8.1,-11.1,8.6,11.1,-26.6,-28.0
MIN6 prolif,-1.3,-0.9,-4.2,-2.2,-2.6,-2.6,-4.7,1.6
MPTP block,2.1,2.8,-1.6,-0.5,-2.2,7.7,0.9,-2.7
tim10-1 inh,17.2,6.6,-7.5,5.4,-3.6,23.8,20.3,25.7

[9] Cc1ccc(C(c2nnnn2C(C)(C)C)N(Cc2ccco2)Cc2cccs2)cc1 (stereo not given)
[10] CN(C(=S)NC(=O)c1ccc(F)cc1)C1CCCCC1
[11] O=C(COC(=O)CCOc1ccccc1)NCCc1ccccc1
[12] Cn1cccc1/C=N/NC(=O)CSc1nc2ccccc2[nH]1
[13] CCOc1ccccc1/C=C/C(=O)NCC(=O)N1CCC(N(C)C2CCCCC2C)CC1 (stereo not given)
[14] CCC(C(=O)NC1CCCC1)N(C(=O)Cn1nnc(-c2ccc(C)o2)n1)c1ccc(OC)c(OC)c1 (stereo not given)
[15] CCc1ccccc1N(C(=O)c1cccs1)C1C=CS(=O)(=O)C1 (stereo not given)
[16] COc1ccc(C(=O)OCC(=O)Nc2ccc3[nH]c(=O)[nH]c3c2)cc1

Screen / compound no.,9,10,11,12,13,14,15,16
tim23-1 inh,16.8,33.5,4.2,-12.0,11.9,18.4,5.6,7.6
NR3A LBD binder,-0.9,6.9,2.0,5.2,-1.0,-1.3,2.9,0.8
NLRP3 yeast inh,-6.2,32.5,18.3,24.5,-5.8,-3.4,1.0,23.0
TIM10 inh,6.7,16.7,3.5,8.0,9.0,7.7,8.4,3.3
APJ ag,-3.7,-9.2,1.0,2.6,4.9,-2.0,-6.7,9.7
APJ antag,13.8,13.6,21.2,13.0,8.9,0.4,25.1,4.3
MIN6 prolif,-5.4,-5.0,-0.9,2.9,-1.4,5.4,1.3,-1.3
MPTP block,6.2,-1.0,0.5,0.2,0.4,0.2,0.2,1.7
tim10-1 inh,14.2,20.1,19.7,-19.9,15.9,18.2,7.0,12.9

[17] Cc1ccc(NC(=O)COC(=O)CCc2nc3ccccc3n2-c2ccccc2)c(C)c1
[18] CCOc1ccc(N(CC(=O)Nc2ccccc2C(=O)N2CCOCC2)S(=O)(=O)c2ccc(F)cc2)cc1
[19] COc1ccc2c(c1)CCc1c(C(=O)N3CCOCC3)noc1-2
[20] Cc1ccccc1NC(=O)CCCn1nc(C)c2c(C)n(-c3ccccc3)nc2c1=O
[21] CN(Cc1ccccc1)c1nc2c(c(=O)[nH]c(=O)n2C)n1C
[22] OCCN1CCN(c2cc(C(F)(F)F)nc3ccccc23)CC1
[23] COc1cccc(OCc2ccc(Cl)cc2)c1C#N
[24] COc1cccc(C(=O)O/N=C(\N)c2ccc([N+](=O)[O-])cc2)c1OC

Screen / compound no.,17,18,19,20,21,22,23,24
tim23-1 inh,-15.0,14.3,6.7,6.1,13.2,14.1,22.2,13.4
NR3A LBD binder,-1.0,-3.8,-1.1,0.7,2.1,-1.0,-8.8,-7.9
NLRP3 yeast inh,13.8,10.4,9.8,11.1,5.9,3.1,24.3,18.3
TIM10 inh,13.3,7.5,-10.3,-7.9,-3.2,15.8,14.4,13.3
APJ ag,-2.1,-4.1,-4.8,-1.7,9.1,1.1,-0.9,3.8
APJ antag,6.5,2.7,-18.3,13.5,-23.9,12.4,2.7,-35.2
MIN6 prolif,0.0,-0.5,2.3,-0.3,-0.7,7.0,-3.8,-2.8
MPTP block,-0.4,0.2,-1.8,-1.2,-3.7,0.6,3.2,0.7
tim10-1 inh,10.3,8.7,8.5,17.4,4.2,6.4,28.0,4.5

[25] CCN(CC)C(=O)c1sc(NC(=O)c2cccnc2)c(C(=O)OC)c1C
[26] COc1ccc(N2CCN(C(=O)C(CCSC)N=C3NS(=O)(=O)c4ccccc43)CC2)cc1 (stereo not given)
[27] Cc1ccc(NC(=S)NNC(=S)Nc2ccc(C)cc2C)cc1
[28] O=C(CCN1CCN(CCO)CC1)Nc1ccc(OCc2ccccc2)cc1
[29] COc1ccccc1CN1C(=O)[C@@H]2C(CC(N)=O)NC3(C(=O)Nc4c3ccc(Cl)c4C)[C@@H]2C1=O (stereo not given in full)
[30] O=C(/C=C/NCc1cccnc1)c1ccc(-c2ccccc2)cc1
[31] Cc1ccccc1C(=O)Nc1ccc(C(=O)N/N=C/c2ccc(O)cc2)cc1
[32] Cc1ccsc1C(=O)NCc1ccccc1Cl

Screen / compound no.,25,26,27,28,29,30,31,32
tim23-1 inh,21.7,16.0,-3.0,-0.7,-0.8,38.8,1.7,1.4
NR3A LBD binder,0.9,0.3,11.3*,0.6,-1.9,0.1,28.0*,1.6
NLRP3 yeast inh,-4.0,1.0,11.7,1.9,-1.5,28.0,4.4,25.2
TIM10 inh,8.4,10.3,20.8,-15.3,13.8,25.9,-12.0,-20.0
APJ ag,-0.7,4.0,-7.5,-0.6,-4.1,-3.0,2.1,-0.4
APJ antag,10.9,4.7,32.6,9.7,5.6,-0.4,-10.2,3.1
MIN6 prolif,0.0,0.0,-6.4,-1.6,2.4,-5.2,-0.1,-0.5
MPTP block,0.6,-3.5,42.6,1.0,0.1,1.6,0.9,0.5
tim10-1 inh,17.4,3.6,24.0,2.6,4.3,11.6,-11.6,2.5

[33] O=C(Cn1cnc2c(OCc3ccccc3)ncnc21)NCC1CCCO1 (stereo not given)
[34] Cn1c(=O)c2c(ncn2CC(=O)N(Cc2ccccc2)c2ccccn2)n(C)c1=O
[35] CCC(=O)NC(=S)Nc1ccc(NC(=O)COc2ccccc2)cc1
[36] CC(C)(C)OC(=O)N1CCC[C@H]1c1nnc(SCc2ccc(Cl)cc2Cl)o1
[37] C1CCN=C(Nc2nc3c(s2)CCCC3)CC1
[38] COc1ccc(Nc2nc(N)c([N+](=O)[O-])c(NCc3ccccc3)n2)cc1
[39] COC(=O)Cn1cc(S(=O)(=O)NCc2ccc(C)cc2)c2cc([N+](=O)[O-])ccc21
[40] CC(=O)/C(C=Nc1noc(C)c1Br)=C(\C)O

Screen / compound no.,33,34,35,36,37,38,39,40
tim23-1 inh,5.1,-5.3,6.5,37.9,14.6,10.5,-8.7,-2.7
NR3A LBD binder,1.2,-2.1,-1.6,2.3,-0.3,6.8,3.8,0.9
NLRP3 yeast inh,9.2,8.4,16.0,19.8,16.5,31.5,11.8,-3.3
TIM10 inh,-8.5,15.5,-0.5,18.9,-13.1,8.8,-7.4,13.9
APJ ag,-3.9,-2.4,0.8,-2.1,-0.8,0.2,-3.1,-0.7
APJ antag,7.4,13.6,-12.5,6.4,0.8,5.4,3.3,13.4
MIN6 prolif,-1.8,-0.6,0.0,-3.8,0.1,1.4,-0.3,-0.3
MPTP block,0.3,-0.8,0.2,-0.8,-0.4,3.2,0.6,-1.2
tim10-1 inh,-11.0,9.9,14.3,40.3*,-14.4,10.0,0.0,-1.2

Laid out differently: results already given
#39 COC(=O)Cn1cc(S(=O)(=O)NCc2ccc(C)cc2)c2cc([N+](=O)[O-])ccc21
- tim23-1 inh: -8.7
- NR3A LBD binder: 3.8
- NLRP3 yeast inh: 11.8
- TIM10 inh: -7.4
- APJ ag: -3.1
- APJ antag: 3.3
- MIN6 prolif: -0.3
- MPTP block: 0.6
- tim10-1 inh: 0.0
#40 CC(=O)/C(C=Nc1noc(C)c1Br)=C(\C)O
- tim23-1 inh: -2.7
- NR3A LBD binder: 0.9
- NLRP3 yeast inh: -3.3
- TIM10 inh: 13.9
- APJ ag: -0.7
- APJ antag: 13.4
- MIN6 prolif: -0.3
- MPTP block: -1.2
- tim10-1 inh: -1.2
#38 COc1ccc(Nc2nc(N)c([N+](=O)[O-])c(NCc3ccccc3)n2)cc1
- tim23-1 inh: 10.5
- NR3A LBD binder: 6.8
- NLRP3 yeast inh: 31.5
- TIM10 inh: 8.8
- APJ ag: 0.2
- APJ antag: 5.4
- MIN6 prolif: 1.4
- MPTP block: 3.2
- tim10-1 inh: 10.0
#34 Cn1c(=O)c2c(ncn2CC(=O)N(Cc2ccccc2)c2ccccn2)n(C)c1=O
- tim23-1 inh: -5.3
- NR3A LBD binder: -2.1
- NLRP3 yeast inh: 8.4
- TIM10 inh: 15.5
- APJ ag: -2.4
- APJ antag: 13.6
- MIN6 prolif: -0.6
- MPTP block: -0.8
- tim10-1 inh: 9.9

Next part.
[41] Cc1cc(C)n(CC(=O)NC2CCCc3c2cnn3-c2ccccc2F)n1 (stereo not given)
[42] CCOCCCNC(=S)N1CCCC(c2nc3ccc(C)cc3[nH]2)C1 (stereo not given)
[43] Cc1ccc(Nc2nc(-c3ccncc3)cs2)cc1
[44] O=C(COC(=O)c1ccncc1)Nc1cc(S(=O)(=O)N2CCOCC2)ccc1Cl
[45] C=CCOn1c(=O)c(C)[n+]([O-])c2ccccc21
[46] CCCN1C(=O)/C(=c2\sc3nc(=O)c(Cc4ccc(C)cc4)nn3c2=O)c2ccccc21
[47] Cc1noc(C)c1S(=O)(=O)Nc1cccc(CO)c1
[48] Cc1cc(C2(c3ccc(O)c(C)c3)OC(=O)c3ccccc32)ccc1O

Screen / compound no.,41,42,43,44,45,46,47,48
tim23-1 inh,12.0,4.7,6.5,-5.2,-3.8,0.1,-9.3,15.9
NR3A LBD binder,-2.7,-3.7,-7.7,1.5,-4.0,4.0,0.6,-7.0
NLRP3 yeast inh,20.9,13.9,10.4,16.3,24.5,10.5,8.8,-0.8
TIM10 inh,4.8,8.1,13.3,-9.4,-1.4,16.5,13.2,15.2
APJ ag,2.9,-3.2,-2.7,-2.8,0.6,-3.1,5.1,-1.1
APJ antag,14.1,-3.1,-26.5,-3.6,3.8,2.6,-11.4,0.4
MIN6 prolif,-1.6,-4.6,-1.8,2.0,-0.1,-1.9,3.4,-3.1
MPTP block,0.5,-1.8,-1.1,-3.3,-0.4,0.9,1.0,-20.5
tim10-1 inh,6.6,-8.5,16.1,-9.9,-5.1,9.8,-4.8,20.0
